# TRHR PAM: TRH receptor (human) allosteric enhancement | TRHR cells, fluo-8 calcium fluorescence, EC20 TRH enhancement | 360,000 tested, 0.66% active | enhancement, % at 2 µM | AID 493056 | P34981; in the data active = enhancement above about 30%; also: 0% is about no effect
# Target sequence (P34981 whole entry, looked up): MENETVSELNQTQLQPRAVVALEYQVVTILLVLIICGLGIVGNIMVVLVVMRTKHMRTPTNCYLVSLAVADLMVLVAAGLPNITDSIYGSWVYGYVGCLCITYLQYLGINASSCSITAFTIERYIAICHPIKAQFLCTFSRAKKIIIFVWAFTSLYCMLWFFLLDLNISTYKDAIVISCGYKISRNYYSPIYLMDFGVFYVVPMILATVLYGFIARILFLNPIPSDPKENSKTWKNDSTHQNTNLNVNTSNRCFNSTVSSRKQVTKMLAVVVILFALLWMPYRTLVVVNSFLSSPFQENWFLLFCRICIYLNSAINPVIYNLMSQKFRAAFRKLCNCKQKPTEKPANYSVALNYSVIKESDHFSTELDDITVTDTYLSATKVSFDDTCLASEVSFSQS
#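 TRHR-expressing cells loaded with fluo-8 calcium dye were read kinetically (ex 480/em 530) during compound addition, then stimulated with an EC20 of TRH (10 nM final). Enhancement of the Gq-mediated intracellular calcium response was scored.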
# TRHR agonist: activates the human TRH receptor. P34981. TRHR cells, calcium flux fluo-8, FDSS agonist mode. activation, % at 2 µM. 360,000 tested, 0.18% active. AID 493084; also: 0% is about no effect
#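 Steps: seed TRHR cells overnight; add fluo-8 no-wash Ca dye, RT 30 min–1.5 h; record 10 s baseline; pin-transfer compounds; monitor fluorescence 1 cycle/s for the agonist window. Calcium increases flag candidate agonists.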
# D1 potentiator: potentiators of human D1 dopamine receptor; AID 504651; potentiation, % at 10 µM; HEK293 TREx D1 cells, calcium flux, dopamine EC20 potentiation; 360,000 tested, 0.036% active; P21728; in the data active = potentiation above about 30%; also: 0% is about no effect
# Target sequence (P21728 whole entry, looked up): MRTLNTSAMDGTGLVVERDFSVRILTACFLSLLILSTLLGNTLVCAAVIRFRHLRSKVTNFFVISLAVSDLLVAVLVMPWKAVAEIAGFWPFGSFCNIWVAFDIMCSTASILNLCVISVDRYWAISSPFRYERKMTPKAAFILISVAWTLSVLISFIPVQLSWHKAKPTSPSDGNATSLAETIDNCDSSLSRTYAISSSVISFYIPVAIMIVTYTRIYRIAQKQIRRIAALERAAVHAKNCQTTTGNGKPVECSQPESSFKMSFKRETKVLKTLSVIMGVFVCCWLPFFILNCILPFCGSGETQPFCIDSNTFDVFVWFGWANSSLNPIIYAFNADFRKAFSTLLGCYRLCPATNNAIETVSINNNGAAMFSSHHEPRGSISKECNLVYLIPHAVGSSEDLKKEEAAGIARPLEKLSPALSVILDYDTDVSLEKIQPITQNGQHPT
# D2 agonist: agonists of human D2 dopamine receptor. P14416. HEK293 T-REx D2 cells, calcium flux agonist mode. activation, % at 2 µM. 340,000 tested, 0.53% active;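 active = activation over 3 SD above normal in the single-dose calcium agonist read, cut at about 30% in these data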; also: 0% is about no effect
#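 Agonism scored from kinetic calcium signal (1 read/sec, 180 s) following compound pin transfer, after a 10 s baseline. Cells: HEK293 Trex line expressing inducible D2 receptor coupled to calcium, dye-loaded after overnight culture at 30 C.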
# D1 agonist: agonists of human D1 dopamine receptor; P21728; HEK293 T-REx D1 cells, calcium flux, agonist mode; activation, % at 2 µM; 360,000 tested, 1% active; AID 504660; also: 0% is about no effect
#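 Agonism was scored from calcium flux recorded over 180 s (1 read/s) after pintool compound addition, following a 10-cycle baseline. Cells were inducible force-coupled HEK293 TREx D1, plated overnight at 30 C and loaded with no-wash calcium dye.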
# D2 antagonist: D2 dopamine receptor (human) antagonism; AID 485344; 340,000 tested, 2% active; inhibition, % at 10 µM; P14416; HEK293 TREx D2 cells, calcium flux, dopamine EC80; in the data active = inhibition above about 30%; also: 0% is about no effect
#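 Overnight-induced (tetracycline, 30 C) HEK293 T-REx cells carrying force-coupled D2 receive a no-wash calcium dye, then compound, then EC80 dopamine at 180 s; signals are read kinetically throughout.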
# RXFP1 antagonist: antagonists of human relaxin receptor RXFP1 | Q9HBX9 | HEK293-RXFP1, relaxin-stimulated cAMP HTRF, 30 min; hits give low values | activity change, negative = inhibition, % at 57.5 µM | 350,000 tested, 0.59% active | AID 1259400;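 active = activity change of -60% or lower, but not beyond a set lower limit; inconclusive = change between -60% and -40%, or beyond the set limit; inactive = change above -40%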; also: % is scaled to controls: 0 for no effect and ±100 for the full control effect
# D1 antagonist: antagonists of human D1 dopamine receptor; P21728; HEK293 TREx D1 cells, calcium flux, dopamine EC80; hits give low values; activity change, negative = inhibition, % at 10 µM; 360,000 tested, 3.2% active; AID 504652; in the data active = activity change below about -30%; also: % is scaled to controls: 0 for no effect and ±100 for the full control effect
#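 Tetracycline-induced HEK293 Trex D1 cells, force-coupled to calcium, dye-loaded; compounds added and read 180 s, then EC80 dopamine added and calcium flux tracked kinetically another 180 s.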
# D2 PAM: positive allosteric modulators of human D2 dopamine receptor; P14416; HEK293 T-REx D2, calcium flux, EC20 dopamine potentiation; potentiation, % at 10 µM; 340,000 tested, 0.34% active;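 active = potentiation over 3 SD above the plate norm, cut at about 30% in these data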; also: 0% is about no effect
#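 Tetracycline-induced Hek293 Trex D2 cells, force-coupled to calcium, loaded with no-wash calcium dye. Compound added with 180 s kinetic read for agonism, then EC20 dopamine and a further 180 s read for potentiation.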
# An asterisk follows results filed as active; ? = inconclusive; . = not tested or not shown; & = joins results of further samples; ! = not confirmed by another sample. Rule as the data show it, unless noted: active = activation above about 30%; inactive = the rest.
SMILES,TRHR PAM,TRHR agonist,D1 potentiator,D2 agonist,D1 agonist,D2 antagonist,RXFP1 antagonist,D1 antagonist,D2 PAM
Clc1cccc(-c2ccc3ncnc(NCc4ccc5c(c4)OCO5)c3c2)c1,1,1.6,7,.,8,.,.,22,.
Cc1ccc(OCC2Cn3c(nc4c3c(=O)n(C)c(=O)n4C)O2)cc1 (stereo not drawn),19,0.1,-5,0.8,3,-13,2,-9,17
Cc1ccc(-n2ncc3c(NCC4CCCO4)ncnc32)c(C)c1 (stereo not drawn),-2,0.1,-5,0.4,0,-9,-3,-11,0
Clc1ccc(Cn2nnc(-c3ccc(N4CCOCC4)cc3)n2)cc1,-8,1.2,-3,-0.4,2,4,-28,-20,11
COc1ccc(CCCc2nnc(SCC(=O)N/N=C\c3ccc(O)c(OC)c3)o2)cc1C,-2,-0.3,-2,-0.2,1,-5,-9,8,7
Cc1ccc(S(=O)(=O)c2nnn3c2nc(N2CCOCC2)c2sccc23)cc1C,-9,0.0,-6,0.5,2,.,-14,-19,2
CCCN1C(=O)/C(=C/c2ccc3c(c2)OCO3)NC1=S,-2,0.1,0,0.0,-1,13,0,-24,.
CCC(C)N1CCCC1C(=O)Nc1c(C)cc(C)cc1C (stereo not drawn),1,0.0,-1,-1.3,1,-10,-3,11,5
COC(=O)c1ccc(CNC(=O)C23CC4CC(CC(C4)C2)C3)cc1,21,1.4,7,1.5,1,-23,12,5,0
Cc1c(Cc2ccccc2)sc(N)c1C(N)=O,-3,1.7,-5,0.2,1,-3,.,-4,-1
CCN1CCN(S(=O)(=O)c2ccc(Cl)c(C(=O)NCc3ccco3)c2)CC1,-3,-0.2,-2,0.0,0,3,5,-4,5
O=C(COC(=O)C12CC3CC(CC(O)(C3)C1)C2)NCc1ccco1,27,-1.6,3,.,0,.,.,2,.
Cc1cccc(C(=O)NNC(=O)/C=C/C(=O)O)c1,0,-0.2,-3,-0.3,-3,-3,6,-5,-4
c1ccc(-c2cc3c(NCC4COc5ccccc5O4)ncnc3s2)cc1 (stereo not drawn),-4,0.6,4,0.4,2,32*,0,-19,-20
COc1cccc(NC(=O)C2=C(C)C(=O)OC23CCN(C(C)=O)CC3)c1,2,0.5,1,1.9,-1,.,3,1,3
N#CC1=C(N2CCCCC2)c2cc3c(n2C1=O)CCCC3,-3,-0.4,-4,2.9,1,18,1,-1,-7
CC1(C)CC(CCN(Cc2ccccc2)C(=O)c2ccco2)(c2ccccc2)CCO1 (stereo not drawn),7,0.1,3,0.9,2,5,-27,6,7
CCn1c(C)c(C)c2cc(C(=O)NCCc3cc(OC)ccc3OC)ccc21,1,-0.6,-1,-0.1,2,.,-30,13,-9
CCn1c(=O)c2sccc2n(Cc2cccc(C)c2)c1=O,-1,-0.9,-7,.,4,.,3,-11,.
COc1ccc(C(=O)Nc2ccccn2)cc1S(=O)(=O)N1CCOCC1,1,0.9,1,0.4,4,7,-5,14,6
Cc1ccc(-c2nnc(N(C)C(=O)c3cccnc3)s2)cc1,9,0.1,-5,0.3,6,4,9,-4,38*
Cc1ccccc1CN(c1ccc(C(N)=O)cc1)S(C)(=O)=O,10,0.4,-3,-0.6,3,-5,6,-14,-7
COC(=O)c1ccc(Cn2c(O)c(N=O)c3ccccc32)o1,3,-0.8,-2,3.1,2,1,4,-12,0
COc1ccc2c(c1)C(=O)N(c1ccc(C)cc1)C(=O)C2,-1,0.4,-2,0.8,1,-12,2,-6,0
CC(C)(C)Nc1nc(Cl)nc(Nc2ccccc2)n1,1,-1.0,-1,0.1,6,12,-28,-7,-2
CC(=O)Nc1ccc(NC(=O)CCCc2ccccc2)cc1,5,-0.1,-3,0.5,4,2,17,0,0
Cc1cc(C)cc(NC(=O)C(=O)NCCCN2CCOCC2)c1,4&2,-0.5&-0.2,2&-3,0.2&0.9,-1&-3,-13,-6,-79*!,-2&8
CC(=O)NC(Cc1ccc(C)cc1)C(=O)NC1CCN(C(=O)c2cnccn2)CC1 (stereo not drawn),7,0.3,-1,-0.3,1,-17,-11,-2,11
COc1ccccc1NC(=O)CCc1nc(-c2ccccc2F)no1,-5,-0.6,-2,1.4,4,9,-19,-25,-5
Oc1cccc(/C=N/NC(=S)NCCN2CCOCC2)c1O,3,-0.1,1,0.6,2,-20,8,-3,16
CC1(C2CC2)NC(=O)N(CC(=O)Nc2ccc(F)cc2F)C1=O (stereo not drawn),5,0.5,-1,0.3,0,-11,-1,-6,6
O=C(OCc1ccc(C(=O)c2ccccc2)cc1)c1cccc(-c2nnc(-c3ccccc3)o2)c1,-3,0.9,1,0.2,2,12,4,-19,7
CCc1nc(SC)ncc1C(=O)NCc1cccc(Br)c1,-4,-1.5,-4,-3.0,22,.,-13,-15,4
COc1ccc(-n2cnc3cc(C(=O)NCC4CCCO4)ccc32)cc1 (stereo not drawn),-6,-0.3,-3,0.3,0,0,1,-17,0
CC(=O)N1CCN(c2ccc(Nc3ncnc4c3oc3ccccc34)cc2)CC1,-2,-0.2,-6,-0.4,6,20,-35,-24,2
C=CCNC(=S)Nc1c(C(=O)OC)[nH]c2cc(OC)ccc12,1,0.4,-3,0.4,13,-17,?,-26,-15
CN(C)c1ccc(NC(=O)CN2CCC(N3CCCCC3)CC2)cc1,3,0.4,-1,0.2,1,-3,-5,1,1
Cc1nnsc1C(=O)NC(=O)Nc1ccc(F)c(Cl)c1,-4,1.1,-1,0.7,20,7,7,-15,0
COc1cc(C(=O)OCC(=O)Nc2ccc(SC(F)F)cc2)cc(OC)c1OC,-2,1.3,-5,-0.4,27,6,-11,-21,6
Cc1ccc2cc(CN(CC(C)C)S(=O)(=O)c3cccc4nonc34)c(=O)[nH]c2c1,4,0.3,-1,1.7,3,-6,6,0,-10
CCn1ccc2cc(S(=O)(=O)N3CCCN(C(=O)NCC(=O)OC)CC3)ccc21,2,-0.2,-1,.,3,.,.,6,-4
Cn1c2ccccc2c2cnn(CC(=O)NCc3ccc(Cl)cc3)c(=O)c21,-2,1.7,-3,-0.3,-1,.,6,1,-7
COc1ccc(CC(=O)NCC(=O)NC(Cc2ccccc2)C(=O)O)cc1 (stereo not drawn),4,0.7,3,-0.3,2,-1,-5,-6,-5
CC(=O)NC12CC3CC(C1)CC(C(=O)Nc1nc4ccc(S(C)(=O)=O)cc4s1)(C3)C2,16,0.6,-4,-0.4,2,-3,-19,-1,-4
CN(C)c1ccc(C(=O)OCC(=O)NCCC2=CCCCC2)cc1,6,-0.1,-2,1.8,0,7,2,-18,4
O=C(NC1CCCCC1)c1ccc(CS(=O)(=O)c2ccc(Cl)cc2)o1,-5,-0.3,2,-0.7,1,6,-1,2,-7
CN(C)c1cc[n+](CC[n+]2ccc(N(C)C)cc2)cc1,-2,0.1,-3,-0.1,1,-3,.,-11,-15
O=C(CCn1nnc2ccccc21)OCC(=O)c1ccc([N+](=O)[O-])cc1,-1,0.1,-3,4.8,2,8,16,18,.
O=C(c1c[nH]c(=O)n(-c2ccccc2)c1=O)N1CCc2ccccc21,1,0.7,-9,-0.2,5,3,-5,9,-8
COc1ccc(CNC(=O)C(=O)NCc2ccncc2)cc1,3,-1.1,3,-0.5,3,11,-1,-1,1
Cc1ccc(CN2CCN(C3CCC3)CC2CCO)cc1 (stereo not drawn),-5,-2.2,0,-2.7,0,6,-1,11,3
Cc1cc(=O)n2nc(N3CCCC(C(=O)NCc4ccccc4C)C3)sc2n1 (stereo not drawn),-1,0.2,-3,.,1,.,2,-12,.
Cc1ccc(C(=O)NNC(=O)Cc2ccccc2)cc1,-7,1.0,0,0.1,0,10,-1,0,1
Cc1ccc(C)n1-n1c(C)nc2scc(-c3cccs3)c2c1=O,-5,0.5,2,-0.3,0,13,-24,8,0
CCOc1ccc(CCNC(=O)CSc2cc(=O)n(C)c3ccccc23)cc1OCC,3&8,0.1&0.4,6&0,1.4&-3.7,1&-1,-10,-3&-5,4&5,-2&1
COc1cc(S(=O)(=O)N2CCN(c3ccccc3)CC2)ccc1Cl,5,0.2,2,-1.5,0,-11,6,-15,4
CCCc1cc(=O)n2[nH]c(C)cc2n1,5,0.6,-3,1.4,2,10,3,-9,1
COc1ccccc1N1CCN(Cc2cccc(OC)c2OC)CC1,-1,-0.2,-8,-1.0,8,71*,-5,-42*,-14
Cc1ccc2cc3cc(C(=O)N4CC(C)CC(C)C4)oc3nc2c1 (stereo not drawn),-4,1.1,10,-0.3,1,6,-2,-4,-11
Cc1ccc(S(=O)(=O)C2(C(=O)Nc3ccc(C(C)C)cc3)CC2)cc1,-2&5,-1.3&0.2,-10&0,-1.5&0.0,5&2,4,4&-25,-3&-25,-10&7

# Complete entries from above. Values in the order: TRHR PAM | TRHR agonist | D1 potentiator | D2 agonist | D1 agonist | D2 antagonist | RXFP1 antagonist | D1 antagonist | D2 PAM
# COc1ccccc1N1CCN(Cc2cccc(OC)c2OC)CC1 across the screens: -1 | -0.2 | -8 | -1.0 | 8 | 71* | -5 | -42* | -14
# CCOc1ccc(CCNC(=O)CSc2cc(=O)n(C)c3ccccc23)cc1OCC across the screens: 3&8 | 0.1&0.4 | 6&0 | 1.4&-3.7 | 1&-1 | -10 | -3&-5 | 4&5 | -2&1
# COc1ccc(CNC(=O)C(=O)NCc2ccncc2)cc1 across the screens: 3 | -1.1 | 3 | -0.5 | 3 | 11 | -1 | -1 | 1
# O=C(CCn1nnc2ccccc21)OCC(=O)c1ccc([N+](=O)[O-])cc1 across the screens: -1 | 0.1 | -3 | 4.8 | 2 | 8 | 16 | 18 | .

# (listing goes on)
SMILES,TRHR PAM,TRHR agonist,D1 potentiator,D2 agonist,D1 agonist,D2 antagonist,RXFP1 antagonist,D1 antagonist,D2 PAM
COc1cc2c(cc1OC)CN(C(=O)c1cc(S(=O)(=O)N3CCOCC3)ccc1Cl)CC2,-9,0.6,-2,-0.1,0,15,-15,-9,-6
CCN(CC)CCn1c2c(c(SCC(=O)Nc3cc(C)on3)nc1=O)CCCC2,1,0.0,4,-0.3,0,0,-19,-7,4
Cc1ccc(CNC(=O)[C@@H](NC(=O)C2CCN(C(=O)[C@@H](N)CC(C)C)CC2)C(C)C)cc1,4,0.3,1,-0.1,1,-16,.,-4,-11
CC1(C)Cc2c(sc3nc(-c4ccccc4Cl)n(N)c(=O)c23)CO1,7,-0.5,-6,-0.3,2,-7,-1,-10,-3
Cc1nc2c(C#N)c(-c3ccc(Cl)cc3)ccn2n1,-2,-0.9,-4,0.2,-1,-17,-3,-5,5
COCCCNC(=O)CC(NS(=O)(=O)c1ccc(Cl)cc1)c1ccco1 (stereo not drawn),2,-0.2,-3,0.3,1,-2,-7,-7,-3
C=CCNc1nc2ccccc2nc1NS(=O)(=O)c1ccc(Br)cc1,-2,-0.5,0,0.3,5,-23,-21,2,17
O=C1N/C(=N/S(=O)(=O)c2ccccc2)S/C1=C/c1cccnc1,-6,0.0,6,-0.9,2,-14,-7,2,3
CC(/C=N/Nc1ccc2nncn2n1)=C\c1ccccc1,2,-0.4,-13,0.0,0,-6,5,-3,-3

# Bioassay records deposited in PubChem BioAssay by National Center for Advancing Translational Sciences (NCATS).
